M4 ag = agonists of human muscarinic M4 receptor (CHRM4) | P08173 | actives 0.14% (n = 360,000) | CHO-K1 hM4/Gqi5, Fluo-8 calcium fluorescence; vehicle 0%, full acetylcholine response 100% | AID 624127 | activation, % at 3 µM;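 active = activation above the run mean over all test wells plus 3 SD, cut at about 32% in these data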;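 note: peak over basal fluorescence ratio per well then scaled between controls; 0% = DMSO wells and 100% = acetylcholine at EC100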
Target sequence (P08173 whole entry, looked up): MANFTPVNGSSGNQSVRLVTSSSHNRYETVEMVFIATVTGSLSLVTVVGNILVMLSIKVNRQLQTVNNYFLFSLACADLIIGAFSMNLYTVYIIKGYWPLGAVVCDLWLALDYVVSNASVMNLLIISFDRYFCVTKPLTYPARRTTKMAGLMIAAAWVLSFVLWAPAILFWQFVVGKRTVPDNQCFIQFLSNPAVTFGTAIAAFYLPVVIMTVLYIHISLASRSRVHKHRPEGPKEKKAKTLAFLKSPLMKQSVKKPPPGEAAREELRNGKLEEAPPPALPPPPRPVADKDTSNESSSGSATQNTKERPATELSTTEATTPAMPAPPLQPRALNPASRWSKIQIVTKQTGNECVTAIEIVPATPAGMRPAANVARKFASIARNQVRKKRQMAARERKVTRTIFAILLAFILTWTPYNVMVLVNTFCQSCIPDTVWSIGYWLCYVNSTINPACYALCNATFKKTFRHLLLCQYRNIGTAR
CHRM5 agonist = agonists of human muscarinic M5 receptor (CHRM5). actives 0.19% (n = 360,000). CHO-K1 hM5 cells, Fluo-8 calcium fluorescence; 0% DMSO wells, 100% maximal acetylcholine response. activation, % at 3 µM. P08912;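 active = activation above the run's mean over test compounds plus 3 SD, cut at about 23% in these data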;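 note: signal is peak over basal fluorescence ratio across the kinetic read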
M4 antag = blocks acetylcholine activation of human M4 receptor; P08173; AID 624125; CHO-hM4 cells, ACh EC80, Fluo-8 calcium fluorescence; actives 0.73% (n = 360,000); inhibition, % at 3 µM;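 active = inhibition above its plate's cutoff, the mean inhibition of sample wells plus 3 SD, cut at about 27% in these data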;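 note: 0% = acetylcholine EC80 with DMSO and 100% = DMSO without agonist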
CRFR2-BP antag = antagonists of CRF-binding protein/CRF-R2 receptor complex | AID 588475 | inhibition, % at 11.8 µM | HEK293 CRF-R2/CRF-BP, CRF-induced calcium fluorescence | actives 0.59% (n = 350,000);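 active = inhibition of the ligand-induced calcium signal above about 50% at the single tested concentration, limit read from the data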
CHRM5 PAM = positive allosteric modulators of human muscarinic M5 receptor. P08912. CHO-K1 hM5, Fluo-8 calcium, ACh EC20 PAM; 0% = ACh EC20, 100% = ACh EC100. activation, % at 3 µM. actives 0.3% (n = 360,000);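 active = activation above the run cutoff, the mean activation of all test compounds plus 3 SD, cut at about 18% in these data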
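Assay system: CHO-K1 hM5 cells. Also added: acetylcholine at EC20 concentration, added after compound. Dosing: 3 µM, single dose. Times: compound preincubation 140 s before EC20 acetylcholine addition. Signal: Fluo-8 calcium fluorescence. Measure: % activation relative to EC20 and EC100 ACh responses. Repeats: singlicate, one well per test compound.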
M1 PAM = potentiates human M1 receptor response to acetylcholine; CHO-K1 hM1, Fluo-8 calcium fluorescence, ACh EC20; 0% = ACh EC20, 100% = maximal ACh; activation, % at 3 µM; actives 0.088% (n = 360,000); AID 588819; in the data active = activation above about 19%, passing the limit was not always enough
CHRM5 antagonist = antagonists of human muscarinic M5 receptor (CHRM5); P08912; CHO-hM5 cells, Fluo-8 calcium fluorescence, ACh EC80; inhibition, % at 3 µM; actives 0.59% (n = 360,000); AID 624040;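 active = inhibition above a per-plate cutoff, the mean of that plate's test compounds plus 3 SD, cut at about 27% in these data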;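 note: 0% = acetylcholine EC80 with DMSO and 100% = DMSO without agonist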
CHRM4 PAM = positive allosteric modulators of human muscarinic M4 receptor | P08173 | CHO-K1 hM4/Gqi5, Fluo-8 calcium fluorescence, ACh EC20; 0% = ACh EC20, 100% = maximal ACh | activation, % at 3 µM | actives 0.4% (n = 360,000) | AID 624126;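 active = activation above its plate's cutoff, the mean activation of sample wells plus 3 SD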; note: some results filed as inactive read as strong as hits
CRFBP-R2 agonist = agonists of human CRF-binding protein/CRF-R2 receptor complex; actives 0.46% (n = 350,000); activation, % at 13.2 µM; AID 588473; HEK293 CRF-R2/CRF-BP, calcium dye fluorescence (FLIPR); percent of saturating CRF peptide response;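 active = activation of at least 50%, plus an integration ratio under a set limit after plate pattern correction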;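 note: plate controls were neutral control wells without compound for no effect and CRF at EC100 for full effect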
* = called active by the depositor; . = no result given. Outcome played no part in choosing rows (roughly 2.6% active in at least one column).

SMILES | M4 ag | CHRM5 agonist | M4 antag | CRFR2-BP antag | CHRM5 PAM | M1 PAM | CHRM5 antagonist | CHRM4 PAM | CRFBP-R2 agonist
CC1=C(O)C(=O)C(c2c(C)cc(C)c(Br)c2C)=C(O)C1=O | 0.7 | 6.8 | -1.4 | -12.3 | 2.7 | 17.8 | -7.1 | 0.4 | -1.4
CSCCNC(=O)c1ccc2nc(C3CCCCC3)oc2c1 | 1.1 | -1.1 | 3.9 | -2.1 | 3.8 | 11.4 | -5.0 | -1.5 | 0.3
COc1ccc2[nH]cc(C(O)CN3CCC(C(N)=O)CC3)c2c1 (stereo not drawn) | 0.1 | -0.7 | -5.0 | 8.7 | 2.4 | 5.1 | -1.7 | -3.8 | -2.0
O=[N+]([O-])c1cccc(-n2nncc2-c2ccccc2)c1 | 0.7 | -21.4 | -9.7 | 10.6 | -2.0 | 1.0 | -1.0 | -4.8 | -2.5
CCN(CC)c1ccc(/C=C(\C#N)C(=O)NCc2ccccc2)cc1 | 4.3 | -0.9 | -3.8 | -24.7 | -7.9 | -1.1 | 9.4 | -8.1 | 31.4
Cc1cccc(N2C(=O)CS/C2=N\NC(=O)c2ccc(Br)cc2)c1C | 1.8 | 1.7 | -4.2 | 5.1 | 1.3 | 5.6 | -1.9 | 2.4 | -0.9
FC(F)(F)c1cccc(-c2ccc(-c3csnn3)o2)c1 | -1.9 | -1.4 | 19.0 | -94.0 | 5.4 | 2.8 | -9.6 | 16.7 | 2.5
CCn1c(C)nc2cc(C(=O)NNC(=O)CN(C)S(=O)(=O)c3ccc(NC(C)=O)cc3)ccc21 | 1.2 | 0.1 | 1.1 | 7.9 | 4.0 | -1.2 | 3.7 | 5.8 | -0.7
CCc1cc(=O)oc2c(C)c(OC(C)C(=O)NCC3CCC(C(=O)O)CC3)ccc12 (stereo not drawn) | -0.1 | 2.5 | -14.1 | -3.8 | -4.6 | 1.0 | 6.3 | 4.0 | 1.8
CCCn1c(-c2ccc(OC)cc2)nc2nc3ccccc3nc21 | 2.9 | -2.4 | -10.7 | -14.4 | -2.5 | 6.6 | -1.5 | 5.2 | -10.2
CC(C)C(NS(=O)(=O)c1cccc2nsnc12)C(=O)Nc1nc2ccc(Cl)cc2s1 (stereo not drawn) | 0.3 | 1.6 | -1.4 | -13.4 | -8.4 | 1.7 | 1.1 | -2.2 | -1.3
Cc1ccc(C)c(N2C(=O)c3ccc(C(=O)OCC(=O)c4c(N)n(C)c(=O)n(C)c4=O)cc3C2=O)c1 | 2.8 | -0.5 | -4.9 | -92.8 | -4.0 | 3.0 | -2.5 | 10.1 | 27.9
O=C(CC(C(=O)N1CCc2ccccc21)n1ccnc1)NCC1CCCO1 (stereo not drawn) | -0.1 | 0.9 | -0.7 | 9.5 | 2.5 | 8.5 | 6.4 | 0.9 | -0.7
Cc1ccc(-n2c(=S)sc3c(=O)n(-c4ccccc4F)c(SCC(=O)O)nc32)cc1C | -0.3 | -2.2 | -11.5 | 1.0 | 3.8 | 10.8 | 11.2 | -0.9 | -0.8
Cc1ccc(-n2c(SCC(=O)O)nc3sc4c(c3c2=O)CCCC4)cc1 | 0.2 | 0.4 | 2.5 | -11.5 | 17.4 | 9.5 | 0.3 | 5.3 | -1.5
CCCCCCCCN1C(=O)[C@H](CC(=O)NCC23CC4CC(CC(C4)C2)C3)C[C@@]2(C(=O)OC)CCCCC=C12 | 0.2 | -1.0 | -9.3 | . | -2.2 | . | -3.7 | 3.1 | .
C=CCn1c(O)c(N=O)c2ccccc21 | -0.5 | -2.9 | 16.2 | -1.9 | 2.9 | 1.3 | 13.2 | 10.5 | -0.8
CCOC(=O)c1sc2nc3c(SCC(=O)O)cc(C(=O)c4ccccc4O)cn3c(=O)c2c1C | 1.1 | -2.5 | -3.6 | 11.8 | 2.3 | 3.2 | 2.5 | 18.1 | 0.9
CN(Cc1ccccc1)C(=O)c1[nH]cnc1C(=O)Nc1ccon1 | 3.1 | 6.7 | -0.1 | -0.3 | 6.1 | 9.2 | -3.0 | 13.5 | 1.7
COc1cc(C=O)ccc1OCCCOc1ccc([N+](=O)[O-])cc1 | 4.7 | -0.6 | 5.2 | 29.4 | -6.4 | -0.5 | 4.4 | -5.6 | -4.4
CCN1C(=O)C(NC(C)=O)c2cc(OC)ccc21 (stereo not drawn) | 0.4 | -1.7 | 1.0 | -1.6 | -3.9 | 6.7 | 0.1 | -0.1 | 0.3
CCCCOC(=O)Nc1ccc(S(=O)(=O)Nc2nc(C)cc(C)n2)cc1 | -0.2 | -3.0 | 9.8 | -0.1 | -2.3 | 6.3 | 5.1 | -1.1 | 8.8
O=C(Nc1ccc(NC(=O)c2cccnc2Cl)cc1)c1cccc(Cl)c1 | 2.8 | 1.3 | 14.9 | 9.8 | 3.0 | 1.2 | 8.0 | -5.6 | -1.6
Cc1cc(NC(=O)NC2CC(=O)N(c3ccc4c(c3)OCCO4)C2)no1 (stereo not drawn) | -0.9 | -3.5 | 3.0 | -0.6 | 2.1 | 6.9 | 1.9 | 0.6 | -1.3
Cc1nn(CC(=O)O)c(C)c1Cl | 0.0 | 0.7 | -1.0 | 24.5 | 1.5 | 7.9 | -3.6 | 10.1 | -0.4
CC(NC(=O)C(C)N1C(=O)c2ccccc2C1=O)c1ccccc1 (stereo not drawn) | 0.6 | 1.1 | -1.8 | 1.3 | 4.8 | 3.8 | 8.6 | 1.2 | 0.1
O=C(O)c1ccccc1/C=N/NC(=S)NCc1ccccc1 | 3.1 | 3.3 | 4.8 | 10.6 | 34.5* | 8.0 | 32.3* | -2.9 | -1.1

Part of the list above, comma-delimited.
Molecule,M4 ag,CHRM5 agonist,M4 antag,CRFR2-BP antag,CHRM5 PAM,M1 PAM,CHRM5 antagonist,CHRM4 PAM,CRFBP-R2 agonist
FC(F)(F)c1cccc(-c2ccc(-c3csnn3)o2)c1,-1.9,-1.4,19.0,-94.0,5.4,2.8,-9.6,16.7,2.5
CCn1c(C)nc2cc(C(=O)NNC(=O)CN(C)S(=O)(=O)c3ccc(NC(C)=O)cc3)ccc21,1.2,0.1,1.1,7.9,4.0,-1.2,3.7,5.8,-0.7
CCc1cc(=O)oc2c(C)c(OC(C)C(=O)NCC3CCC(C(=O)O)CC3)ccc12 (stereo not drawn),-0.1,2.5,-14.1,-3.8,-4.6,1.0,6.3,4.0,1.8
CCCn1c(-c2ccc(OC)cc2)nc2nc3ccccc3nc21,2.9,-2.4,-10.7,-14.4,-2.5,6.6,-1.5,5.2,-10.2
CC(C)C(NS(=O)(=O)c1cccc2nsnc12)C(=O)Nc1nc2ccc(Cl)cc2s1 (stereo not drawn),0.3,1.6,-1.4,-13.4,-8.4,1.7,1.1,-2.2,-1.3
Cc1ccc(C)c(N2C(=O)c3ccc(C(=O)OCC(=O)c4c(N)n(C)c(=O)n(C)c4=O)cc3C2=O)c1,2.8,-0.5,-4.9,-92.8,-4.0,3.0,-2.5,10.1,27.9
O=C(CC(C(=O)N1CCc2ccccc21)n1ccnc1)NCC1CCCO1 (stereo not drawn),-0.1,0.9,-0.7,9.5,2.5,8.5,6.4,0.9,-0.7
Cc1ccc(-n2c(=S)sc3c(=O)n(-c4ccccc4F)c(SCC(=O)O)nc32)cc1C,-0.3,-2.2,-11.5,1.0,3.8,10.8,11.2,-0.9,-0.8
Cc1ccc(-n2c(SCC(=O)O)nc3sc4c(c3c2=O)CCCC4)cc1,0.2,0.4,2.5,-11.5,17.4,9.5,0.3,5.3,-1.5
CCCCCCCCN1C(=O)[C@H](CC(=O)NCC23CC4CC(CC(C4)C2)C3)C[C@@]2(C(=O)OC)CCCCC=C12,0.2,-1.0,-9.3,.,-2.2,.,-3.7,3.1,.
C=CCn1c(O)c(N=O)c2ccccc21,-0.5,-2.9,16.2,-1.9,2.9,1.3,13.2,10.5,-0.8
